Source: PubChem (several laboratories)
Thrombin inh – human alpha-thrombin inhibitors, primary screen, counter-screen for coagulation protease inhibitor project, biochemical, 1536-well, fluorogenic AMC substrate | Boc-VPR-AMC fluorogenic substrate cleavage | inhibition, % at 5 µM | 220,000 compounds, 0.26% hits | AID 1046, 2008;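 active = inhibition at or above 40%; inactive = inhibition below 40%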;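 note: 0% = enzyme with no compound and 100% = wells without enzyme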
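Material: human alpha-thrombin protein; Also added: Boc-VPR-AMC substrate, 15 µM final; Timing: enzyme reaction carried out at room temperature; Signal: fluorescence, ex 355 nm, em 460 nm; Measure: % inhibition of thrombin; Controls: enzyme without compound as high, wells lacking enzyme as low.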
14-3-3 Bad inh – inhibitors of 14-3-3 zeta/Bad binding, primary screen, biochemical, TR-FRET, bovine 14-3-3 zeta. 14-3-3 protein zeta/delta (Bos taurus), P63103. TR-FRET 14-3-3zeta/Dy647-pBad peptide displacement, 1 h. inhibition, % at 21.7 µM. 220,000 compounds, 0.71% hits. AID 781, 2007;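 active = inhibition above about 70%, limit read from the data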;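 note: 0% = full 14-3-3 plus peptide FRET controls and 100% = background without 14-3-3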
NCF1 inh – p47phox/p22phox peptide binding inhibitors, primary screen, biochemical, uHTS, NADPH oxidase regulatory subunit. AID 1274, 2008. 220,000 compounds, 0.53% hits. fluorescence polarization, 2 h. inhibition, % at 24.7 µM;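 note: 0% = p47phox with labelled peptide and 100% = labelled peptide alone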
Furin inh – human furin inhibitors, primary screen, biochemical, fluorescence intensity; purified furin, fluorogenic substrate cleavage; P09958; inhibition, % at 30 µM; AID 463115, 2010; 220,000 compounds, 0.061% hits; in the data active = inhibition above about 25%; note: inactives centre near -15
eIF4E-4G inh – eIF4E–eIF4G protein interaction inhibitors, primary screen, biochemical, uHTS, TR-FRET, eIF4GI fragment. Eukaryotic translation initiation factor 4E (Mus musculus) + Eukaryotic translation …. TR-FRET eIF4E-eIF4GI(517-606) binding, 2 h. inhibition, % at 21.7 µM. 220,000 compounds, 0.37% hits;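 note: 0% = full FRET control wells and 100% = background wells lacking eIF4GI fragment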
Target sequence (P63073 whole entry, looked up, the tested form may be a part): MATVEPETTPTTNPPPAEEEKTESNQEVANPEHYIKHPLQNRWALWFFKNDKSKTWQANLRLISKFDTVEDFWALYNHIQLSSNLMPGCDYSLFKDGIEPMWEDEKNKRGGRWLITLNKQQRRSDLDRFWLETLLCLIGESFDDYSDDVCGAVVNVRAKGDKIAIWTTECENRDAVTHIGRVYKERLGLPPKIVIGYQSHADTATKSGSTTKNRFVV
Target sequence (Q04637 whole entry, looked up, the tested form may be a part): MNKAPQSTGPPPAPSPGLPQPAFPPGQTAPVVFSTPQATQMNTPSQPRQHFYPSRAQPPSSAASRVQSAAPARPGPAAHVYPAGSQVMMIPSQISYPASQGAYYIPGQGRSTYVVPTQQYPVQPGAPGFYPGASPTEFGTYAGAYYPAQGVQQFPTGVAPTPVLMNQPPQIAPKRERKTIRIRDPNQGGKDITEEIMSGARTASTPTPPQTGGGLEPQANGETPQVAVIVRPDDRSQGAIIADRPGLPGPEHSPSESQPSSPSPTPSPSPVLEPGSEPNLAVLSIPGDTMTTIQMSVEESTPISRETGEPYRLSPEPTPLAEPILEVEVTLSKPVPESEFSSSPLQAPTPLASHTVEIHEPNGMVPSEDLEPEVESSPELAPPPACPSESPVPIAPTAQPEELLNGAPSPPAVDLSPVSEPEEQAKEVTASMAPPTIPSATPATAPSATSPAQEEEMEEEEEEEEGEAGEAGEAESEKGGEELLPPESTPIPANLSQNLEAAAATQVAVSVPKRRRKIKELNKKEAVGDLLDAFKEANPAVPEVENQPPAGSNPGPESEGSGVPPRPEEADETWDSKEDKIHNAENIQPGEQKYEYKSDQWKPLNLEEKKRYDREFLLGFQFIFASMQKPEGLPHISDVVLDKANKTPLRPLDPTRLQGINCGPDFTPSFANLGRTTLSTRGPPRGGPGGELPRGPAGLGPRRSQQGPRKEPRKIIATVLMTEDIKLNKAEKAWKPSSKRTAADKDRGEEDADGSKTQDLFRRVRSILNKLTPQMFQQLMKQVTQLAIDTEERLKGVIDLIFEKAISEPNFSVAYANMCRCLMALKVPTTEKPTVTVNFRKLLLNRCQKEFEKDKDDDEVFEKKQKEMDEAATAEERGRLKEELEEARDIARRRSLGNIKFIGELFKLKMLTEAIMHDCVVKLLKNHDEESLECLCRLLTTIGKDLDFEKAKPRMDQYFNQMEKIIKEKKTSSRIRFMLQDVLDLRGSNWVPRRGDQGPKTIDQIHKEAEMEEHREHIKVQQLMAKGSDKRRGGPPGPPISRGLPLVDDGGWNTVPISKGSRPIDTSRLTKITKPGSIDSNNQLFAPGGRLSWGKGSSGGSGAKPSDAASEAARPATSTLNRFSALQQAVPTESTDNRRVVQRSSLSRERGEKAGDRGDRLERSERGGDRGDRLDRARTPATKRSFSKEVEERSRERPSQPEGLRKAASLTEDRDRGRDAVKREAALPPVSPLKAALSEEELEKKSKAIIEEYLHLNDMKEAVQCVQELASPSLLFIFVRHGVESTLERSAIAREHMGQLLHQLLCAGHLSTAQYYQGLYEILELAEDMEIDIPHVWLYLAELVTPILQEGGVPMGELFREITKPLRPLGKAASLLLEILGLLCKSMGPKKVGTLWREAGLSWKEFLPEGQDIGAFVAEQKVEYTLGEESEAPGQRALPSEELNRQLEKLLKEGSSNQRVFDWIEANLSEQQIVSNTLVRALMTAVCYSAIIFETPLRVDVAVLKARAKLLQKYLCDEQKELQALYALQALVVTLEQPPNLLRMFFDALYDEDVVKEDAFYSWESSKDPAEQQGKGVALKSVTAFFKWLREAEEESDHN
EBV gp42 inh – Epstein-Barr virus gp42 inhibitors, primary screen, biochemical, uHTS, fluorescence polarization | Glycoprotein 42 (Epstein-Barr virus (strain AG876)), Q1HVG2 | Fluorescence polarization binding assay, mP read-out | inhibition, % (tested at 21.74 µM) | 220,000 compounds, 0.42% hits; in the data active = inhibition above about 50%
hK5 inh – human KLK5 protease inhibitors, primary screen, biochemical, 1536-well; AID 873, 2007; recombinant hK5, fluorogenic AMC substrate cleavage; inhibition, % at 5 µM; 210,000 compounds, 0.59% hits; Kallikrein-5 (Homo sapiens), Q9Y337;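 active = inhibition of 40% or more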;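 note: 0% = enzyme controls without compound and 100% = no-enzyme blanks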
Cl transport mod – KCC2 cotransporter modulators, thallium flux, primary screen, cell-based, HEK293 KCC2, FluoZin-2 fluorescence, MLSMR; B-score of Tl+ flux slope (higher = more flux/activation; lower = inhibition) at 10 µM; KCC2 cells, thallium flux FluoZin-2 fluorescence; 190,000 compounds, 2.2% hits; Solute carrier family 12 member 5 (Homo sapiens), Q9H2X9; AID 1456, 2008;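 active = thallium flux slope and its plate-corrected score both differing from the plate sample mean at a set confidence after two filtering rounds, in either direction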;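 note: slope of fluorescence scaled to starting intensity during 10 to 20 s after thallium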
Rad51 HR inh – human RAD51 strand exchange inhibitors, primary screen, biochemical, fluorescence | 200,000 compounds, 0.085% hits | inhibition, % at 10 µM | DNA repair protein RAD51 homolog 1 (Homo sapiens), Q06609 | hRad51 DNA strand exchange, fluorescence dequenching;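 active = inhibition above 40% at the single screening dose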;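 note: 0% = DMSO control wells and 100% = blanks with heterologous ssDNA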
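Material: hRad51 filaments on single-stranded DNA; Reagent: Donor/quencher-labelled 47-bp dsDNA substrate; Compound: 10 µM final, single point; Schedule: 37 °C 15-min filament assembly, 30-min compound preincubation, 15-min exchange; Technique: FRET fluorescence, excitation 485 nm, emission 520 nm; Benchmarks: control wells and blank wells on each plate.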
Active calls of the source: *; [ ] = another dose, or the depositor's remark.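 Rule for the calls, unless noted: active = inhibition above about 30% (limit read from the data); inactive = the rest.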

Results for CCC1C(C#N)=C(SCC(N)=O)NC2=C1C(=O)CC(C)(C)C2 (stereo unspecified) ?
Thrombin inh: -3; 14-3-3 Bad inh: 0; NCF1 inh: -4; Furin inh: -22; eIF4E-4G inh: -4; EBV gp42 inh: -7; hK5 inh: 2; Cl transport mod: 0.48

Results for O=C(CNC(=O)c1ccc(F)cc1)N/N=C/c1cc(Br)ccc1OCc1ccccc1 ?
Thrombin inh: 2; 14-3-3 Bad inh: -19; NCF1 inh: -4; Furin inh: -4; eIF4E-4G inh: 4[fluorescence artefact?]; EBV gp42 inh: -13; hK5 inh: -11; Cl transport mod: -0.91; Rad51 HR inh: 0

Results for CCCCC(=O)N/N=C/c1ccc(-c2ccc([N+](=O)[O-])cc2)o1 ?
Thrombin inh: -2; 14-3-3 Bad inh: -14; NCF1 inh: 1; Furin inh: -27; eIF4E-4G inh: 4; EBV gp42 inh: -18; hK5 inh: -1; Cl transport mod: -1.1; Rad51 HR inh: -18

What do the screens show for `N#Cc1sc2nc(-c3ccccc3)cc(-c3ccco3)c2c1N`?
Thrombin inh: -9; 14-3-3 Bad inh: -1; NCF1 inh: -10; Furin inh: -27; eIF4E-4G inh: -9; EBV gp42 inh: 11; hK5 inh: -44; Cl transport mod: -1.1; Rad51 HR inh: -16

What do the screens show for `Cc1cccc(N2CC(C(=O)Nc3ccc(S(=O)(=O)N4CCOCC4)cc3)CC2=O)c1` (stereo unspecified)?
Thrombin inh: -1; 14-3-3 Bad inh: 8; NCF1 inh: -10; Furin inh: -18; eIF4E-4G inh: 0; EBV gp42 inh: 9; hK5 inh: 0; Cl transport mod: -0.85

How did COc1cc(OC)c(S(=O)(=O)Nc2ccccc2NC(=O)CN2CCOCC2)cc1NC(C)=O do in these assays?
Thrombin inh: -7; 14-3-3 Bad inh: -12; NCF1 inh: -9; Furin inh: -38; eIF4E-4G inh: -1; EBV gp42 inh: -9; hK5 inh: 10; Cl transport mod: 0.98; Rad51 HR inh: 12

What do the screens show for `CCCn1c(CN(Cc2ccccc2)Cc2ccccc2)nc2c1c(=O)n(C)c(=O)n2C`?
Thrombin inh: 0; 14-3-3 Bad inh: 1; NCF1 inh: -4; Furin inh: -23; eIF4E-4G inh: 3; EBV gp42 inh: -16; hK5 inh: -17; Cl transport mod: -1.3; Rad51 HR inh: -2

What do the screens show for `CCCCc1cc(=O)oc2cc(C)c(CN3CCCC3)c(O)c12`?
Thrombin inh: -9; 14-3-3 Bad inh: -6; NCF1 inh: -57; Furin inh: -23[20 µM]; eIF4E-4G inh: -5; EBV gp42 inh: -3; hK5 inh: -14; Cl transport mod: -1.2; Rad51 HR inh: -5

How did CC1Cc2ccccc2N1C(=O)c1ccc(N2CCCC2)c([N+](=O)[O-])c1 (stereo unspecified) do in these assays?
Thrombin inh: -8; 14-3-3 Bad inh: -3; NCF1 inh: -10; Furin inh: -17; eIF4E-4G inh: 4[fluorescence artefact?]; EBV gp42 inh: -9; hK5 inh: -2; Cl transport mod: -6.5*; Rad51 HR inh: 9

Results for Cc1ccc2nc(NC(=O)CSc3nnc(C)c(=O)n3N)sc2c1 ?
Thrombin inh: 3; 14-3-3 Bad inh: -18; NCF1 inh: -10; Furin inh: -15; eIF4E-4G inh: 3; EBV gp42 inh: -18; hK5 inh: -16; Cl transport mod: 0.51; Rad51 HR inh: 8

Results for S=C(Nc1cccc(Cl)c1Cl)N1CCC2(CC1)OCCO2 ?
Thrombin inh: 13; 14-3-3 Bad inh: 9; NCF1 inh: 5; Furin inh: -16; eIF4E-4G inh: 91*; EBV gp42 inh: -8; hK5 inh: 20; Cl transport mod: -0.32; Rad51 HR inh: -16

How did O=C(NCC1c2ccccc2CCN1C(=O)CN1C(=O)c2ccccc2C1=O)C1CCCCC1 (stereo unspecified) do in these assays?
Thrombin inh: 4; 14-3-3 Bad inh: -6; NCF1 inh: 1; Furin inh: -16[20 µM]; eIF4E-4G inh: 2; EBV gp42 inh: -23; hK5 inh: -7; Cl transport mod: -0.7; Rad51 HR inh: -2

What do the screens show for `Cc1nn(C)c(C)c1/C=C/C(=O)c1ccc(Cl)cc1Cl`?
Thrombin inh: 2; 14-3-3 Bad inh: -8; NCF1 inh: -13; Furin inh: -1; eIF4E-4G inh: -1; EBV gp42 inh: 8; hK5 inh: 3; Cl transport mod: -0.98; Rad51 HR inh: 2

How did O=C(CCS(=O)(=O)c1ccccc1)Nc1ccccc1-c1nc2ccccc2s1 do in these assays?
Thrombin inh: -4; 14-3-3 Bad inh: 0; NCF1 inh: -1; Furin inh: -23; eIF4E-4G inh: 3[fluorescence artefact?]; EBV gp42 inh: -10; hK5 inh: -2; Cl transport mod: -1.1; Rad51 HR inh: -1

How did Cc1noc(C)c1COC(=O)c1ccccc1Oc1ccccc1 do in these assays?
Thrombin inh: 33; 14-3-3 Bad inh: -4; NCF1 inh: -6; Furin inh: -32[20 µM]; eIF4E-4G inh: 1; EBV gp42 inh: -3; hK5 inh: 26; Cl transport mod: -0.19; Rad51 HR inh: -4

Results for CC1CCCCN1C(=O)N[C@@H](Cc1ccccc1)C(=O)O (stereo partly specified) ?
Thrombin inh: -9; 14-3-3 Bad inh: 0[fluorescence artefact?]; NCF1 inh: -14; Furin inh: -20; eIF4E-4G inh: -4[fluorescence artefact?]; EBV gp42 inh: -1; hK5 inh: -4; Rad51 HR inh: -5

How did COc1ccc(Nc2ncccc2C(=O)Nc2ccccc2)cc1 do in these assays?
Thrombin inh: 2; 14-3-3 Bad inh: -6; NCF1 inh: -13; Furin inh: -22; eIF4E-4G inh: 8; EBV gp42 inh: 6; hK5 inh: 4; Rad51 HR inh: 1

How did COc1cccc(/C=N/Nc2nccnc2Cl)c1O do in these assays?
Thrombin inh: -7; 14-3-3 Bad inh: -5; NCF1 inh: -1; Furin inh: -5; eIF4E-4G inh: 3; EBV gp42 inh: -25; hK5 inh: -28; Cl transport mod: 0.6; Rad51 HR inh: -33

Results for COC(=O)N/N=C/c1cn(Cc2c(Cl)cccc2Cl)c2ccccc12 ?
Thrombin inh: -17; 14-3-3 Bad inh: 8[fluorescence artefact?]; NCF1 inh: -11; Furin inh: 0; eIF4E-4G inh: 0; EBV gp42 inh: -4; hK5 inh: -6; Cl transport mod: -0.42; Rad51 HR inh: 3

Results for CCOc1ccc(OCCC(=O)Nc2ccc(F)cc2C)cc1 ?
Thrombin inh: 15; 14-3-3 Bad inh: -14; NCF1 inh: -2; Furin inh: -17; eIF4E-4G inh: 1; EBV gp42 inh: -20; hK5 inh: 1; Cl transport mod: 0.085; Rad51 HR inh: 36

Reprinted at random: two compounds from above
What do the screens show for `CCCn1c(CN(Cc2ccccc2)Cc2ccccc2)nc2c1c(=O)n(C)c(=O)n2C`?
Thrombin inh: 0; 14-3-3 Bad inh: 1; NCF1 inh: -4; Furin inh: -23; eIF4E-4G inh: 3; EBV gp42 inh: -16; hK5 inh: -17; Cl transport mod: -1.3; Rad51 HR inh: -2

Results for S=C(Nc1cccc(Cl)c1Cl)N1CCC2(CC1)OCCO2 ?
Thrombin inh: 13; 14-3-3 Bad inh: 9; NCF1 inh: 5; Furin inh: -16; eIF4E-4G inh: 91*; EBV gp42 inh: -8; hK5 inh: 20; Cl transport mod: -0.32; Rad51 HR inh: -16

The listing picks up, repeating the two entries before the break.
Results for COC(=O)N/N=C/c1cn(Cc2c(Cl)cccc2Cl)c2ccccc12 ?
Thrombin inh: -17; 14-3-3 Bad inh: 8[fluorescence artefact?]; NCF1 inh: -11; Furin inh: 0; eIF4E-4G inh: 0; EBV gp42 inh: -4; hK5 inh: -6; Cl transport mod: -0.42; Rad51 HR inh: 3

Results for CCOc1ccc(OCCC(=O)Nc2ccc(F)cc2C)cc1 ?
Thrombin inh: 15; 14-3-3 Bad inh: -14; NCF1 inh: -2; Furin inh: -17; eIF4E-4G inh: 1; EBV gp42 inh: -20; hK5 inh: 1; Cl transport mod: 0.085; Rad51 HR inh: 36

How did O=C(Nc1nc(-c2ccc(Cl)cc2Cl)cs1)c1ccc(OCC2CCCO2)cc1 (stereo unspecified) do in these assays?
Thrombin inh: -5; 14-3-3 Bad inh: -20; NCF1 inh: -78; Furin inh: -21; eIF4E-4G inh: 17; EBV gp42 inh: -10; hK5 inh: -9; Cl transport mod: 0.15; Rad51 HR inh: 5

How did Cc1ccc(CC(=O)Nc2cccc([N+](=O)[O-])c2)cc1 do in these assays?
Thrombin inh: -7; 14-3-3 Bad inh: -12; NCF1 inh: -2; Furin inh: -9; eIF4E-4G inh: 3; EBV gp42 inh: -21; hK5 inh: -4; Cl transport mod: -0.98; Rad51 HR inh: 9

What do the screens show for `COC(=O)Cc1ccc(NC(=S)Nc2ccccn2)cc1`?
Thrombin inh: 0; 14-3-3 Bad inh: -3; NCF1 inh: -15; Furin inh: -9; eIF4E-4G inh: 2; EBV gp42 inh: -4; Cl transport mod: -2.4

What do the screens show for `CC(C)n1c(CCCO)nc2ccccc21`?
Thrombin inh: 2; 14-3-3 Bad inh: 3; NCF1 inh: -10; Furin inh: -16; eIF4E-4G inh: -1; EBV gp42 inh: -8; hK5 inh: 0; Cl transport mod: -0.63; Rad51 HR inh: 1

What do the screens show for `Cc1ccccc1C(=O)NC(=S)N(C)CCc1ccccn1`?
Thrombin inh: -4; 14-3-3 Bad inh: 4; NCF1 inh: 3; Furin inh: -19; eIF4E-4G inh: 1; EBV gp42 inh: 0; hK5 inh: -3; Cl transport mod: 1.2; Rad51 HR inh: 7

Results for O=c1cc(CSc2ccc(Cl)cc2)nc(N2CCOCC2)[nH]1 ?
Thrombin inh: 2; 14-3-3 Bad inh: 6; NCF1 inh: 15; Furin inh: -18; eIF4E-4G inh: 13; EBV gp42 inh: -3; hK5 inh: 5; Rad51 HR inh: -10

How did Oc1c(Br)cc(Br)cc1/C=N/NC(=S)N[C@H]1CC2C=CC1C2 (stereo partly specified) do in these assays?
Thrombin inh: -4; 14-3-3 Bad inh: -8; NCF1 inh: -1; Furin inh: 3; eIF4E-4G inh: 7; EBV gp42 inh: -9; hK5 inh: -10; Cl transport mod: 4.8*; Rad51 HR inh: -23

Results for CCOC(=O)c1c(C)oc2c(CN3CCN(C)CC3)c(Br)c(OC)c(O)c12 ?
Thrombin inh: 8; NCF1 inh: -2; Furin inh: -12; EBV gp42 inh: -13; hK5 inh: 3; Rad51 HR inh: 7

What do the screens show for `C/C(=N\NC(=O)c1cccc(Cl)c1)c1cccc(NC(=O)C(C)C)c1`?
Thrombin inh: 5; 14-3-3 Bad inh: -8[fluorescence artefact?]; NCF1 inh: -4; Furin inh: -24[20 µM]; eIF4E-4G inh: 1[fluorescence artefact?]; EBV gp42 inh: -19; hK5 inh: -8; Cl transport mod: 0.0059; Rad51 HR inh: -2
